Source: PubChem
ABCG2 inh = ABCG2 efflux pump inhibitors, primary screen, multiplex with ABCB1, IgMXP3 cells, flow cytometry; Broad substrate specificity ATP-binding cassette transporter ABCG2 (Homo sapiens), Q9UNQ0; JC-1 efflux; inhibition, % at 6.6 µM; 0.1% of 190,000 active; AID 1325, 2008;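 active = inhibition above 80%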;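 note: 0% = DMSO and 100% = nicardipine control wells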
Target sequence (Q9UNQ0 whole entry, looked up): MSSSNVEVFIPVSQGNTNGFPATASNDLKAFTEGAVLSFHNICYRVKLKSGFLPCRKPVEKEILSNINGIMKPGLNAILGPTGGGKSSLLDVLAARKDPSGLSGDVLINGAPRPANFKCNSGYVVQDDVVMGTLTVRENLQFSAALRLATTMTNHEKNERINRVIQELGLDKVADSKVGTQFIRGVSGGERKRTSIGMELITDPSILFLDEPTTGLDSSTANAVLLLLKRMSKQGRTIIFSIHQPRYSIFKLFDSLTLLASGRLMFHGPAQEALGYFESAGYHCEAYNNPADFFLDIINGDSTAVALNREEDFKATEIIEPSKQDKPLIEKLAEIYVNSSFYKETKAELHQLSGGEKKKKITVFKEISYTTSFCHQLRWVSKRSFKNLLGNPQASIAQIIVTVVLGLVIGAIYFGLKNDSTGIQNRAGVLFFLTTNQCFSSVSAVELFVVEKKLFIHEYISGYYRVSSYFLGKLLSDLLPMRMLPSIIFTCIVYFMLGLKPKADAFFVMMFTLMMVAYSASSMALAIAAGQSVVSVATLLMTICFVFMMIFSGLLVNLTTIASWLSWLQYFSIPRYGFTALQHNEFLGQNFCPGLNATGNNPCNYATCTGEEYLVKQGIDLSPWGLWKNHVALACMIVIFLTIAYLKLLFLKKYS
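test system = two drug-resistant human cell lines, ABCG2 and ABCB1 | amount = 3 million cells/mL final, two lines in 1:1 ratio | reagent = JC-1 transporter substrate | doses = one concentration, 6.6 µM final | incubation = 10 min at 25 °C | signal = flow cytometric JC-1 green MFI at 530 nm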
Bim-Bcl-W = inhibitors of Bim binding to Bcl-W, primary screen, biochemical, multiplexed, bead-based flow cytometry | Bcl-2-like protein 2 (Homo sapiens), Q92843 | AID 952, 2007 | 0.02% of 190,000 active | inhibition, % at 10 µM | Bim peptide-Bcl-W binding;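 note: 0% = bound tracer without compound and 100% = peptide blocker; higher means less fluorescent Bim peptide bound to Bcl-W beads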
ABCB1 inh = ABCB1 efflux pump inhibitors, primary screen, cell-based, multiplex, flow cytometry, ABCG2 counter-screen; inhibition, % at 6.6 µM; AID 1326, 2008; CCRF-Adr cells, JC-1 efflux; 0.067% of 190,000 active; ATP-dependent translocase ABCB1 (Homo sapiens), P08183; in the data active = inhibition above about 40%;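 note: 0% = vehicle and 100% = reference inhibitor; higher value means more JC-1 retained so stronger ABCB1 efflux block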
Bim-Bfl-1 = inhibitors of Bim binding to Bfl-1, primary screen, biochemical, multiplexed, bead-based flow cytometry; inhibition, % at 10 µM; 0.12% of 190,000 active; Bim-Bfl-1 binding inhibition; Bcl-2-related protein A1 (Homo sapiens), Q16548;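 note: 0% = wells without compound plus tracer and 100% = blocker peptide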
Bim-Bcl-XL = inhibitors of Bim-Bcl-XL binding, primary screen, biochemical, multiplexed, bead flow cytometry, human Bcl-XL; Bcl-2-like protein 1 (Homo sapiens), Q07817; Bim peptide-Bcl-XL binding, fluorescence; inhibition, % at 10 µM; 0.04% of 190,000 active
Target sequence (Q07817 whole entry, looked up): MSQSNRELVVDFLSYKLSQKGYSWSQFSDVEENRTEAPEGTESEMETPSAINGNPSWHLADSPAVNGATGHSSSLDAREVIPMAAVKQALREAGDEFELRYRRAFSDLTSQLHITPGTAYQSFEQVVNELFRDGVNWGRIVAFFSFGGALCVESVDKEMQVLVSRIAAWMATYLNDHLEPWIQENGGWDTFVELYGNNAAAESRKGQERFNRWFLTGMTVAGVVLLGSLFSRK
Bim-Bcl-B = inhibitors of Bim-Bcl-B binding, primary screen, biochemical, multiplexed, human Bcl-2 family; Bcl-2-like protein 10 (Homo sapiens), Q9HD36; bead-based flow cytometry, Bim peptide-Bcl-B binding; inhibition, % at 10 µM; 0.073% of 190,000 active;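 note: 0% = tracer peptide without compound and 100% = reference inhibitor peptide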
Bim-Bcl-2 = inhibitors of Bim-Bcl-2 binding, primary screen, biochemical, multiplexed, human Bcl-2 family; Bead-based flow cytometry, Bim peptide-Bcl-2 binding; Apoptosis regulator Bcl-2 (Homo sapiens), P10415; 0.06% of 190,000 active; inhibition, % at 10 µM; in the data active = inhibition above about 40%;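 note: 0% = no compound wells with probe peptide and 100% = reference peptide inhibitor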
Avidin bead fluor = green autofluorescence of compounds with avidin beads – biophysical, 488/530 nm, flow cytometry, artefact control, profiling panel; compound fluorescence 488/530 nm; active compounds read high; fluorescence (KMESF) at 10 µM; 0.38% of 220,000 active; AID 1775, 2009; in the data active = fluorescence above about 47; note: inactives centre near 10
GSH fluor = compound fluorescence on glutathione beads, profiling panel, artefact control, biophysical, 488/530 nm, flow cytometry; 0.25% of 190,000 active; GSH beads flow cytometry, compound fluorescence 488/530 nm; active compounds read high; AID 1776, 2009; fluorescence (KMESF) at 10 µM; in the data active = fluorescence above about 89;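 note: glutathione beads carrying GST-tagged Bcl family fusion proteins plus one bare bead set; values are compound well signal with DMSO vehicle wells as background; inactives centre near 16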
RGS4-Gao reg = modulators of RGS4 binding to Galphao, primary screen, biochemical, multiplexed bead flow cytometry; actives lie on both sides; binding response (% of control), % at 10 µM; 0.33% of 220,000 active; in the data active = binding response below about 49% or above about 150%; inactive = in between;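 note: fluorescent Galphao activated with aluminum fluoride binding bead-coupled RGS4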
RGS7-Gao reg = RGS7-Galphao binding modulators, primary screen, biochemical, multiplexed bead flow cytometry; binding response (% of control), % at 10 µM; actives lie on both sides; Guanine nucleotide-binding protein G(o) subunit alpha (Homo sapiens), P09471; 0.35% of 220,000 active; AID 1439, 2008; in the data active = binding response below about 49% or above about 150%;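 note: fluorescent Galphao held in activated GDP-AlF4 state binding bead-coupled RGS7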
An asterisk follows results filed as active. Cut-off read from the data, not from the text of the source, unless noted: active = inhibition above about 40%.

SMILES | ABCG2 inh | Bim-Bcl-W | ABCB1 inh | Bim-Bfl-1 | Bim-Bcl-XL | Bim-Bcl-B | Bim-Bcl-2 | Avidin bead fluor | GSH fluor | RGS4-Gao reg | RGS7-Gao reg
CS(=O)(=O)N1CCc2cc(C(=O)N3CCCCC3)ccc21 | 4 | -3 | 1.4 | -10 | -7 | -6 | -7 | 26 | 21 | 100 | 100
Cc1cc(C)cc(Oc2nc3c(C)cccn3c(=O)c2/C=C(\C#N)C(=O)NC2CCS(=O)(=O)C2)c1 (stereo unspecified) | -1 | -5 | -0.1 | 3 | -3 | -6 | 4 | 5 | 10 | 97 | 97
CC(=O)N1CCc2cc(S(=O)(=O)CCC(=O)O)ccc21 | 16 | 2 | 0.4 | -11 | -1 | -1 | -1 | 25 | 22 | 104 | 101
COc1ccc(-c2nn(-c3ccccc3)cc2/C=C(\C#N)C(N)=O)cc1[N+](=O)[O-] | 10 | 0 | 2.6 | -5 | -8 | -4 | -3 | 9 | 14 | 96 | 96
Cc1nc2nc(Cc3ccccc3)[nH]n2c(=O)c1Cl | 6 | 1 | -1.5 | -14 | -6 | -7 | -13 | 9 | 14 | 99 | 97
O=C1CC(N2CCN(c3ccc(F)cc3)CC2)C(=O)N1Cc1ccc(N2CCCC2=O)cc1 (stereo unspecified) | 2 | -1 | 1.2 | -14 | -6 | -9 | -7 | 11 | 37 | 103 | 102
CC(=O)NCCC(=O)NCc1ccc(F)cc1 | 1 | 0 | 0.3 | -2 | 0 | 3 | 0 | 16 | 13 | 126 | 109
CC(C)(C)NC(=O)NC(=O)COC(=O)Cc1c(F)cccc1Cl | 9 | -2 | 1.0 | -4 | -2 | 0 | -3 | 12 | 27 | 102 | 104
COc1ccc(Nc2nc(CN3CCOCC3)nc3sc4c(c23)CCC(C)C4)cc1OC (stereo unspecified) | -2 | 1 | -0.3 | 2 | 1 | -4 | 0 | 5 | 16 | 101 | 100
O=C1/C(=N/n2cnnc2)c2ccccc2N1Cc1ccccc1 | 1 | -3 | 0.0 | -5 | -1 | 0 | -1 | 20 | 54 | 95 | 95
CCC(=O)Nc1c2c(nc3c1CCC3)CCCC2 | 5 | 0 | 0.0 | -3 | 0 | 0 | 0 | 8 | 14 | 101 | 100
O=C(O)c1cc(-c2ccc(Cl)cc2)n(-c2ccc(Cl)cc2)n1 | 1 | -2 | 0.2 | -3 | -1 | 0 | 0 | 24 | 7 | 102 | 98
COc1ccc(C(=O)CSc2nnc(Cn3nnc4ccccc43)n2C)cc1 | 1 | -4 | 0.2 | 0 | -3 | -2 | 1 | 15 | 22 | 104 | 103
Cc1nn(C)cc1CN1CCCC(C(=O)c2ccc(-c3ccccc3)c(F)c2)C1 (stereo unspecified) | 3 | -2 | 5.8 | -7 | -4 | -4 | -1 | 6 | 18 | 99 | 93
CCOc1ccc(Nc2c3c(nc4ncnn24)CC(C)CC3)cc1 (stereo unspecified) | 6 | -1 | 0.9 | -12 | 5 | -9 | -7 | 12 | 35 | 103 | 100
CCCn1c(CN(Cc2ccccc2)Cc2ccccc2)nc2c1c(=O)n(C)c(=O)n2C | 1 | -1 | 1.8 | -9 | -3 | -8 | -8 | 7 | 24 | 102 | 100
O=S(=O)(c1cccc2cccnc12)N1CCN(c2ccccc2)CC1 | 0 | 1 | 0.1 | -13 | -7 | -4 | -9 | 5 | 40 | 96 | 96
O=C(O)C1OC(Oc2cc3oc(-c4ccccc4)cc(=O)c3c(O)c2O)C(O)C(O)C1O (stereo unspecified) | 3 | 14 | -0.2 | 19 | 4 | 4 | 19 | 3 | 15 | 64 | 58
CCOc1ccc(NC(=O)COC(=O)c2ncc(Cl)c(Cl)c2Cl)cc1 | 17 | -2 | 0.5 | 0 | -5 | -5 | 0 | 3 | 6 | 103 | 100
O=C(O)c1ccc(NS(=O)(=O)c2ccc(Cl)cc2)cc1 | 0 | -3 | -0.2 | 0 | -3 | -1 | 0 | 10 | 27 | 94 | 98

12 successive records already listed:
SMILES | ABCG2 inh | Bim-Bcl-W | ABCB1 inh | Bim-Bfl-1 | Bim-Bcl-XL | Bim-Bcl-B | Bim-Bcl-2 | Avidin bead fluor | GSH fluor | RGS4-Gao reg | RGS7-Gao reg
CS(=O)(=O)N1CCc2cc(C(=O)N3CCCCC3)ccc21 | 4 | -3 | 1.4 | -10 | -7 | -6 | -7 | 26 | 21 | 100 | 100
Cc1cc(C)cc(Oc2nc3c(C)cccn3c(=O)c2/C=C(\C#N)C(=O)NC2CCS(=O)(=O)C2)c1 (stereo unspecified) | -1 | -5 | -0.1 | 3 | -3 | -6 | 4 | 5 | 10 | 97 | 97
CC(=O)N1CCc2cc(S(=O)(=O)CCC(=O)O)ccc21 | 16 | 2 | 0.4 | -11 | -1 | -1 | -1 | 25 | 22 | 104 | 101
COc1ccc(-c2nn(-c3ccccc3)cc2/C=C(\C#N)C(N)=O)cc1[N+](=O)[O-] | 10 | 0 | 2.6 | -5 | -8 | -4 | -3 | 9 | 14 | 96 | 96
Cc1nc2nc(Cc3ccccc3)[nH]n2c(=O)c1Cl | 6 | 1 | -1.5 | -14 | -6 | -7 | -13 | 9 | 14 | 99 | 97
O=C1CC(N2CCN(c3ccc(F)cc3)CC2)C(=O)N1Cc1ccc(N2CCCC2=O)cc1 (stereo unspecified) | 2 | -1 | 1.2 | -14 | -6 | -9 | -7 | 11 | 37 | 103 | 102
CC(=O)NCCC(=O)NCc1ccc(F)cc1 | 1 | 0 | 0.3 | -2 | 0 | 3 | 0 | 16 | 13 | 126 | 109
CC(C)(C)NC(=O)NC(=O)COC(=O)Cc1c(F)cccc1Cl | 9 | -2 | 1.0 | -4 | -2 | 0 | -3 | 12 | 27 | 102 | 104
COc1ccc(Nc2nc(CN3CCOCC3)nc3sc4c(c23)CCC(C)C4)cc1OC (stereo unspecified) | -2 | 1 | -0.3 | 2 | 1 | -4 | 0 | 5 | 16 | 101 | 100
O=C1/C(=N/n2cnnc2)c2ccccc2N1Cc1ccccc1 | 1 | -3 | 0.0 | -5 | -1 | 0 | -1 | 20 | 54 | 95 | 95
CCC(=O)Nc1c2c(nc3c1CCC3)CCCC2 | 5 | 0 | 0.0 | -3 | 0 | 0 | 0 | 8 | 14 | 101 | 100
O=C(O)c1cc(-c2ccc(Cl)cc2)n(-c2ccc(Cl)cc2)n1 | 1 | -2 | 0.2 | -3 | -1 | 0 | 0 | 24 | 7 | 102 | 98

(listing goes on)
SMILES | ABCG2 inh | Bim-Bcl-W | ABCB1 inh | Bim-Bfl-1 | Bim-Bcl-XL | Bim-Bcl-B | Bim-Bcl-2 | Avidin bead fluor | GSH fluor | RGS4-Gao reg | RGS7-Gao reg
CN(C)c1ccc(CN(C(=O)C2COc3ccccc3O2)C2CCS(=O)(=O)C2)cc1 (stereo unspecified) | 1 | -1 | 0.5 | -4 | -5 | -7 | -3 | 3 | 18 | 98 | 100
CCOC(=O)C(=Nc1ccc(Cl)cc1)NO | 6 | -6 | 1.3 | -5 | -9 | -9 | -4 | 4 | 10 | 104 | 101
Cc1cc(C)n(CC(=O)c2ccc(Br)cc2)c(=O)c1C#N | 2 | 0 | 0.4 | -1 | 0 | 0 | -3 | 8 | 15 | 98 | 96
Cc1ccccc1OCC(=O)Nc1ccc(Cc2ccncc2)cc1 | 20 | -5 | 1.2 | -10 | -7 | -10 | -9 | 7 | 13 | 102 | 98
O=C(COc1ccccc1)Nc1ccc(OC(F)(F)C(F)F)c(NC(=O)COc2ccccc2)c1 | 8 | 0 | 1.0 | -12 | -1 | -8 | -4 | 4 | 16 | 90 | 91
CCCCSc1nc(CCC)cc(=O)[nH]1 | 2 | 0 | 0.2 | -4 | -2 | -1 | -3 | 17 | 11 | 93 | 94
C=CCSc1nncn1/N=C/c1ccc(OC)cc1 | 6 | -1 | 0.9 | -3 | -4 | -2 | -3 | 39 | 23 | 101 | 99
CCn1cc(C2C(C(=O)Nc3cc(C)ccn3)=C(C)NC3=C2C(=O)CC(C)(C)C3)c(C)n1 (stereo unspecified) | 2 | -5 | 0.2 | -5 | -7 | -7 | -3 | 3 | 10 | 98 | 98
Cc1ccc2oc(Nc3nc(-c4ccccc4)cc(=O)[nH]3)nc2c1 | 0 | -1 | -0.4 | 0 | 2 | -12 | 4 | 10 | 25 | 100 | 100
Cc1cc(NCCCN2CCOCC2)n2ncc(-c3ccccc3)c2n1 | 7 | 0 | 1.3 | 0 | 0 | -1 | 1 | 12 | 12 | 101 | 98
CC1=C(C#N)C(c2cn(-c3ccccc3)nc2-c2cccs2)C(C#N)=C(C)N1 | 7 | 2 | 2.5 | 2 | -3 | 22 | 0 | 5 | 38 | 91 | 91
COc1ccccc1NS(=O)(=O)c1cc(NC(=O)C2CC2)ccc1N1CCOCC1 | 0 | 0 | 3.4 | 8 | -1 | -21 | 0 | 11 | 13 | 102 | 108
CCOC(=O)C1CCN(c2nc3ccccc3nc2C(C#N)C(=O)NCCc2ccccc2)CC1 (stereo unspecified) | 1 | 0 | 0.0 | -3 | 0 | -1 | -3 | 20 | 10 | 100 | 99
CCN(C(=O)COC(=O)c1cc(-c2cccs2)nc2ccccc12)C1CCS(=O)(=O)C1 (stereo unspecified) | -1 | -2 | -0.7 | -4 | -4 | -8 | -5 | 10 | 18 | 101 | 103
Fc1ccc(N/N=C/c2cccnc2)c(F)c1 | 1 | -2 | 0.1 | -5 | 0 | -6 | -1 | 9 | 14 | 101 | 99
CCn1c(Cc2ccccc2)nnc1SCC(=O)c1cccc([N+](=O)[O-])c1 | 6 | 0 | 1.0 | 3 | 0 | -3 | -2 | 11 | 7 | 105 | 100
COC(=O)c1cc2c(C)cc3ccc(C)cn3c-2c1C(=O)OC | 5 | 2 | 0.8 | 1 | 2 | 2 | 1 | 15 | 21 | 104 | 106
O=C(CSc1nnnn1-c1ccccc1)N1CCc2ccccc21 | 15 | -5 | 0.3 | -22 | -12 | -12 | -11 | 34 | 25 | 102 | 99
COc1ccc(/C(O)=C2\C(=O)C(=O)N(c3cc(C)on3)C2c2cccc(OC)c2OC)cc1C (stereo unspecified) | 4 | 3 | 0.3 | 5 | -3 | 5 | 3 | 19 | 22 | 101 | 97
CC(=O)NCc1nnc2c3ccccc3c(-c3ccccc3)nn12 | 13 | 3 | 0.4 | -3 | 0 | 0 | 0 | 10 | 8 | 107 | 106
